High-throughput results deposited in PubChem by NCI.
Growth percent in the NCI-60 one-dose screen (48 h, 10 µM unless noted): 100 = growth as untreated, 0 = no growth, -100 = all killed.
OVCAR-5 – OVCAR-5 ovarian cancer; 2.9% of 82,000 active
OVCAR-3 – OVCAR-3 ovarian cancer. AID 1794787. 7% of 79,000 active
OVCAR-4 – OVCAR-4 ovarian cancer cells; 3.7% of 80,000 active; AID 1794784
PC-3 – PC-3 prostate cancer cells | 3.9% of 80,000 active | AID 1794754
SW-620 – SW-620 colon cancer | 5.2% of 82,000 active | AID 1794795
HCC-2998 – HCC-2998 colon cancer | 4.7% of 79,000 active
KM12 – KM12 colon cancer cells. 5% of 82,000 active
DU-145 – DU-145 prostate cancer. 4.2% of 81,000 active. AID 1794760
OVCAR-8 – OVCAR-8 ovarian cancer; 4.4% of 81,000 active; AID 1794782
Active calls of the source: *; & = joins results of further samples. The calls were made as follows: active = growth percent below 10; inactive = the rest. The order is random; 10% or so of the library scored in one or more.

For CCOC(=O)Cc1cnn(C)c1NC(=O)c1ccc(Cl)cc1NC(C)=O the results were OVCAR-5 99, OVCAR-3 108, OVCAR-4 110, PC-3 95, SW-620 105, HCC-2998 107, KM12 102, DU-145 110 and OVCAR-8 100.
`O=C(/C=C\c1ccc(NCc2ccc(C(=O)O)cc2)cc1)CCl` gave OVCAR-5 114, OVCAR-3 72, OVCAR-4 91, PC-3 96, SW-620 3.7*, HCC-2998 98, KM12 98, DU-145 112 and OVCAR-8 67.
Screening CCCCNC(=O)OC(C)C returned OVCAR-5 101, OVCAR-3 112, OVCAR-4 126, PC-3 102, SW-620 97, HCC-2998 107, KM12 109, DU-145 119 and OVCAR-8 107.
`O=c1cc(OCCSC(=S)N2CCCCC2)c2ccccc2o1` gave OVCAR-5 91, OVCAR-3 89, OVCAR-4 73, PC-3 87, SW-620 92, HCC-2998 91, KM12 89, DU-145 92 and OVCAR-8 83.
For Cc1ccc(-c2csc(NC(=O)CN3CCN(c4cc5c(cc4F)c(=O)c(C(=O)O)cn5C4CC4)CC3)n2)cc1 the results were OVCAR-5 21, OVCAR-3 15, OVCAR-4 21, PC-3 6.6*, SW-620 27, HCC-2998 31, KM12 8.9*, DU-145 13 and OVCAR-8 11.
`C[C@]12CCC(=O)C=C1CC[C@H]1[C@@H]3CCC(=O)O[C@@]3(C)CC(=O)[C@@]12F` gave OVCAR-5 95, OVCAR-3 116, OVCAR-4 106, PC-3 92, SW-620 101, HCC-2998 101, KM12 108, DU-145 121 and OVCAR-8 100.
CC1(C(=O)OCc2ccccc2)C(=O)C2=C(CCCC2)N1c1ccc([N+](=O)[O-])cc1 (stereo not drawn) was read as OVCAR-5 92, OVCAR-3 99, OVCAR-4 90, PC-3 91, SW-620 92, HCC-2998 104, KM12 93 and DU-145 104.
For COC(=O)c1nc(N)nc(C(=O)OC)c1C(=O)c1ccc(C)cc1 the results were OVCAR-5 110, OVCAR-3 84, OVCAR-4 111, PC-3 107, SW-620 124, HCC-2998 123, KM12 98, DU-145 124 and OVCAR-8 106.
`c1cnc(Nc2nc3c(s2)CCc2c[nH]cc2-3)nc1` gave OVCAR-5 113&122, OVCAR-3 105&104, OVCAR-4 103&101, PC-3 86&77, SW-620 106&108, HCC-2998 95&100, KM12 94&95, DU-145 106&102 and OVCAR-8 102&95.
For Cc1ccc2oc(=O)ccc2c1 the results were OVCAR-5 97, OVCAR-3 102, OVCAR-4 116, SW-620 100, HCC-2998 113, KM12 107, DU-145 107 and OVCAR-8 120.
For COc1ccc(NC(=O)Nc2ccc3c(ccn3C(=O)c3cccc(F)c3)c2)cc1 the results were OVCAR-5 62, OVCAR-3 13, OVCAR-4 48, PC-3 77, SW-620 60, HCC-2998 87, KM12 53, DU-145 84 and OVCAR-8 89.
For O=C(O)C1CCN(c2ncc(-c3ccc4c(c3)OCCCO4)s2)CC1 the results were OVCAR-5 114, OVCAR-3 95, OVCAR-4 117, PC-3 90, SW-620 104, HCC-2998 105, KM12 103, DU-145 102 and OVCAR-8 93.
CCOc1cc(/C=N/NC(=O)N(c2ccccc2)c2ccccc2)ccc1O was read as OVCAR-5 112, OVCAR-3 91, OVCAR-4 99, PC-3 93, SW-620 111, HCC-2998 100, DU-145 106 and OVCAR-8 101.
NC(=O)c1cnc(Nc2cccc(N)c2)nc1NCCCNC(=O)C1CCC1 was read as OVCAR-5 119, OVCAR-3 83, OVCAR-4 88, PC-3 72, SW-620 87, HCC-2998 103, KM12 75, DU-145 76 and OVCAR-8 71.
Screening Cc1cc(NCCN2CCCCC2)c2ccc3ccccc3c2n1 returned OVCAR-5 102, OVCAR-3 97, OVCAR-4 77, PC-3 91, SW-620 91, HCC-2998 99, KM12 85, DU-145 80 and OVCAR-8 78.
For COc1cc(/C=C2\C=C(c3ccc(F)cc3)N(Cc3ccccc3)C2=O)cc(OC)c1OC the results were OVCAR-5 90, OVCAR-3 70, OVCAR-4 51, PC-3 33, SW-620 77, HCC-2998 103, KM12 63, DU-145 95 and OVCAR-8 49.
For OCC1CCCCO1 (stereo not drawn) the results were OVCAR-5 103, OVCAR-3 113, OVCAR-4 112, PC-3 104, SW-620 102, HCC-2998 99, KM12 105, DU-145 106 and OVCAR-8 106.
CC(NC(=O)OCc1ccccc1)C(=O)Oc1cc(Cl)c(Cl)cc1Cl (stereo not drawn) was read as OVCAR-5 112, OVCAR-3 106, OVCAR-4 107, PC-3 99, SW-620 111, HCC-2998 106, KM12 105, DU-145 113 and OVCAR-8 102.
Screening CCN(CC)c1ccc(C2=NN(C(C)=O)C(c3cc(OC)c(OC)c(OC)c3)C2)cc1 (stereo not drawn) returned OVCAR-5 39, OVCAR-3 -65*, OVCAR-4 47, PC-3 20, SW-620 22, HCC-2998 -6.5*, KM12 -17* and DU-145 -39*.
Screening Cn1cc(C(c2coc3ccccc3c2=O)c2cn(C)c3ccccc23)c2ccccc21 returned OVCAR-5 103, OVCAR-3 114, OVCAR-4 129, PC-3 100, SW-620 108, HCC-2998 117, KM12 108, DU-145 107 and OVCAR-8 111.
Screening Cc1ccc2oc(=O)cc(C(CC(=O)O)c3c(C)[nH][nH]c3=O)c2c1 (stereo not drawn) returned OVCAR-5 111, OVCAR-3 108, OVCAR-4 102, PC-3 101, SW-620 98, KM12 107, DU-145 114 and OVCAR-8 101.
`COC(=O)c1cc(-c2ccc(OC)cc2)[nH]c(=O)c1C#N` gave OVCAR-5 103, OVCAR-3 118, OVCAR-4 106, PC-3 105, SW-620 102, HCC-2998 116, KM12 106, DU-145 110 and OVCAR-8 103.
`COc1cc(C2=NN(C(C)=O)C(c3ccc(OC(C)=O)cc3)O2)c(OC(C)=O)c2ccccc12` (stereo not drawn) gave OVCAR-5 111, OVCAR-3 91, OVCAR-4 92, PC-3 81, SW-620 100, KM12 98, DU-145 105 and OVCAR-8 90.
For Clc1ccc(Cc2nc3ccccc3[nH]2)cc1 the results were OVCAR-5 100, OVCAR-3 97, OVCAR-4 99, PC-3 98, SW-620 99, HCC-2998 115, KM12 106, DU-145 100 and OVCAR-8 94.
Screening O=C(O)/C=C/c1ccc(Cl)cc1Cl returned OVCAR-5 96, OVCAR-4 102, PC-3 95, SW-620 100, HCC-2998 102, KM12 102, DU-145 108 and OVCAR-8 100.
For Cc1cc2cc3c(C)cc(=O)oc3c(C)c2o1 the results were OVCAR-5 91, OVCAR-3 122&99, OVCAR-4 106&70, PC-3 105&36, SW-620 105&87, HCC-2998 108&89, KM12 102&97, DU-145 116&84 and OVCAR-8 92.
`c1ccc(-c2nnc(-c3c[nH]c4ncccc34)o2)cc1` gave OVCAR-5 107, OVCAR-3 92, OVCAR-4 98, PC-3 88, SW-620 105, HCC-2998 110, KM12 98, DU-145 90 and OVCAR-8 95.
Screening Cc1ccc(S(=O)(=O)NN=C(c2ccccc2)c2ccccc2)cc1 returned OVCAR-5 103, OVCAR-4 94, PC-3 92, SW-620 104, HCC-2998 104, KM12 99, DU-145 103 and OVCAR-8 95.
`CC(=O)O[C@H]1CC[C@]2(C)[C@H]3C(=O)C=C4[C@@H]5C[C@](C)(C(=O)N6CCCNCC6)CC[C@]5(C)CC[C@@]4(C)[C@]3(C)CC[C@H]2C1(C)C` gave OVCAR-5 8.2*, OVCAR-3 -86*, OVCAR-4 -5.1*, PC-3 6.0*, SW-620 -89*, HCC-2998 11, KM12 13, DU-145 4.9* and OVCAR-8 -25*.
Nc1[nH]c(=O)[nH]c(=O)c1N=Nc1ccc(S(=O)(=O)Nc2nccs2)cc1 was read as OVCAR-5 104, OVCAR-3 114, OVCAR-4 106, PC-3 91, SW-620 99, HCC-2998 107, KM12 115, DU-145 113 and OVCAR-8 101.
CC(=O)c1cccc(NC(=O)c2sc3nc4c(cc3c2N)C(=O)CCC4)c1 was read as OVCAR-5 106, OVCAR-3 120, OVCAR-4 88, PC-3 96, SW-620 98, HCC-2998 98, KM12 95, DU-145 108 and OVCAR-8 101.
For Cc1ccc(-c2ccccc2)cc1 the results were OVCAR-5 105, OVCAR-3 113, OVCAR-4 102, PC-3 105, SW-620 100, HCC-2998 99, KM12 100, DU-145 118 and OVCAR-8 104.
For Cc1c(-c2ccccc2)nc(NCCO)c(C#N)c1C#N the results were OVCAR-5 89, OVCAR-3 95, OVCAR-4 82, PC-3 83, SW-620 105, HCC-2998 108, KM12 91, DU-145 99 and OVCAR-8 90.
`Oc1ccc(-c2nnc3c4cc[nH]c4ncn23)cc1` gave OVCAR-5 116, OVCAR-3 110, OVCAR-4 113, PC-3 95, SW-620 122, HCC-2998 119, KM12 102, DU-145 92 and OVCAR-8 97.
Screening COc1ccc(/C=N\NC(=O)CCCC(=O)N/N=C/c2ccc(OC)c(O)c2)cc1O returned OVCAR-5 90, OVCAR-3 118, OVCAR-4 112, PC-3 94, SW-620 106, HCC-2998 96, KM12 107, DU-145 110 and OVCAR-8 116.
Screening COc1ccc2[nH]cc(-c3cc4nc(-c5cn(C)c6ncccc56)cc(N)n4n3)c2c1 returned OVCAR-5 -18*, OVCAR-3 -58*, OVCAR-4 -26*, PC-3 9.8*, SW-620 -53*, HCC-2998 -97*, KM12 -66*, DU-145 9.1* and OVCAR-8 -41*.
`CCC(c1ccc(O)cc1)C(CC)c1ccc(O)c(O)c1` (stereo not drawn) gave OVCAR-5 111, OVCAR-3 107, OVCAR-4 105, PC-3 86, SW-620 103, HCC-2998 100, KM12 93, DU-145 106 and OVCAR-8 91.
CCOC(=O)c1c(Nc2ccc(OC)cc2)n[nH]c1C was read as OVCAR-5 95, OVCAR-3 110, OVCAR-4 107, PC-3 104, SW-620 104, HCC-2998 110, KM12 98, DU-145 105 and OVCAR-8 96.
For CC(=O)N(O)CCCCCNC(=O)CCC(=O)N(O)CCCCCNC(=O)CCC(=O)N(O)CCCCCN(CCCCCCCCCC[P+](c1ccccc1)(c1ccccc1)c1ccccc1)CCCCCCCCCC[P+](c1ccccc1)(c1ccccc1)c1ccccc1 the results were OVCAR-5 16, OVCAR-4 5.7*, PC-3 20, SW-620 12, HCC-2998 4.2*, KM12 4.3*, DU-145 15 and OVCAR-8 10.
`CCOC(=O)c1c(C)oc2ncnc(Nc3cccc(F)c3)c12` gave OVCAR-5 102, OVCAR-3 108, OVCAR-4 108, PC-3 95, SW-620 94, HCC-2998 103, KM12 100, DU-145 99 and OVCAR-8 105.
`COc1cc2nc3c(=O)n(-c4ccc(C#N)cc4)cnn3c(=O)c2cc1OC` gave OVCAR-5 93, OVCAR-3 93, OVCAR-4 97, PC-3 98, SW-620 95, HCC-2998 97, KM12 92, DU-145 103 and OVCAR-8 108.
Screening N#C/C(=C\c1c(-c2ccccc2)[nH]c2ccccc12)C(N)=O returned OVCAR-5 107, OVCAR-3 81, OVCAR-4 62, PC-3 70, SW-620 57, HCC-2998 79, KM12 48, DU-145 108 and OVCAR-8 102.
COc1ccc(-n2c(C(=O)c3c[nH]c4ccccc34)n[nH]c2=S)cc1 was read as OVCAR-5 107, OVCAR-3 93, OVCAR-4 84, PC-3 89, SW-620 97, HCC-2998 100, KM12 78, DU-145 114 and OVCAR-8 97.
`C=CCOC(=O)C(=O)OCC=C` gave OVCAR-5 97, OVCAR-3 118, OVCAR-4 110, PC-3 97, SW-620 103, HCC-2998 107, KM12 102, DU-145 112 and OVCAR-8 101.
`CC1(C)CC[C@]2(C(=O)N3CCOCC3)CC[C@]3(C)C(=CC[C@@H]4[C@@]5(C)CCC(=O)NC(C)(C)[C@@H]5CC[C@]43C)C2C1` (stereo partly drawn) gave OVCAR-5 106, OVCAR-3 110, OVCAR-4 89, PC-3 62, SW-620 103, HCC-2998 107, KM12 97, DU-145 102 and OVCAR-8 98.
For ClC1=C2NC=NC2n2c(nnc2-c2ccc(Cl)cc2)N1 (stereo not drawn) the results were OVCAR-5 110, OVCAR-3 120, OVCAR-4 116, PC-3 90, SW-620 115, HCC-2998 102, KM12 100, DU-145 112 and OVCAR-8 97.
Screening COc1cc(/C=C/c2c(C(=O)O)cccc2[N+](=O)[O-])cc(OC)c1OC returned OVCAR-5 100, OVCAR-3 109, OVCAR-4 97, PC-3 96, SW-620 99, HCC-2998 98, KM12 94, DU-145 109 and OVCAR-8 104.

By substructure: the compounds so far containing a furan ring, fused or not.
For Cc1cc2cc3c(C)cc(=O)oc3c(C)c2o1 the results were OVCAR-5 91, OVCAR-3 122&99, OVCAR-4 106&70, PC-3 105&36, SW-620 105&87, HCC-2998 108&89, KM12 102&97, DU-145 116&84 and OVCAR-8 92.
`CCOC(=O)c1c(C)oc2ncnc(Nc3cccc(F)c3)c12` gave OVCAR-5 102, OVCAR-3 108, OVCAR-4 108, PC-3 95, SW-620 94, HCC-2998 103, KM12 100, DU-145 99 and OVCAR-8 105.

Part of the list above in order of molecular weight, descending:
For CCOC(=O)Cc1cnn(C)c1NC(=O)c1ccc(Cl)cc1NC(C)=O the results were OVCAR-5 99, OVCAR-3 108, OVCAR-4 110, PC-3 95, SW-620 105, HCC-2998 107, KM12 102, DU-145 110 and OVCAR-8 100.
CCOc1cc(/C=N/NC(=O)N(c2ccccc2)c2ccccc2)ccc1O was read as OVCAR-5 112, OVCAR-3 91, OVCAR-4 99, PC-3 93, SW-620 111, HCC-2998 100, DU-145 106 and OVCAR-8 101.
For Cc1ccc2oc(=O)ccc2c1 the results were OVCAR-5 97, OVCAR-3 102, OVCAR-4 116, SW-620 100, HCC-2998 113, KM12 107, DU-145 107 and OVCAR-8 120.
